NTMT1 inhibitor: NTMT1 methyltransferase inhibition; Potency, µM (top dose mostly 114 µM), without a hit: top-dose activity change, negative = inhibition, usual class: inhibitors; 59,000 compounds, 2.5% hits; AID 1645870; NTMT1 MTase-Glo SAH luminescence, purified enzyme; active = well fitted inhibition curve with a large enough effect; inconclusive = small, poorly fitted or top-dose-only effect;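 also: plate controls were DMSO vehicle for no effect and no enzyme for full effect; nearly all actives have a fitted effect of over 65% in size; many of its hits are not listed in these tables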
Target sequence (Q9BV86 whole entry, looked up): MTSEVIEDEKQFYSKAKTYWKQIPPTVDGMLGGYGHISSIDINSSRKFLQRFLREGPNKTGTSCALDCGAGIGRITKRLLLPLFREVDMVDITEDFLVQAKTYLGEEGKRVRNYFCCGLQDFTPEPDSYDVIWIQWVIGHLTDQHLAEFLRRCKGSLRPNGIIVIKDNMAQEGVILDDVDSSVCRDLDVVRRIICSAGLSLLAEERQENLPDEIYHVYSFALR
Numbers without * were called inactive; ? = inconclusive; & = joins results of further samples; [ ] = dose if it differs, or a comment. Potency is read from the fitted curve at half-maximal effect. These rows are one share of the data. The share of hits here may be higher or lower than overall.

no.	Molecule	NTMT1 inhibitor
1	CN(C)c1cccc(-c2csc(N3CCC(C(N)=O)CC3)n2)c1	?
2	O=C([C@H](Cc1ccc(O[S+](=O)([O-])c2cccnc2)cc1)N[S+](=O)([O-])c1cccc2cnccc12)N1CCN(c2ccccc2)CC1	12%
3	CC1=C(C(=O)Nc2nnc(-c3ccccc3)s2)C(c2nn(C)cc2Cl)N=C(Nc2nc3ccccc3o2)N1 (stereo not given)	18%
4	C[C@H]1CN(S(=O)(=O)c2ccc3c(c2)OCCO3)CCN1S(=O)(=O)c1c(F)cccc1F	9%
5	CCC(=O)NC(c1ccc(C)cc1)c1cc([N+](=O)[O-])c2cccnc2c1O (stereo not given)	-6%
6	Cc1cc(-c2ccccc2)n2ncc(C(=O)Nc3ccc(Cl)c(Cl)c3)c2n1	13%
7	CC(=O)Nc1ccc(S(=O)(=O)N2CCN(c3ccc(C(C)=O)cc3)CC2)cc1	15%
8	O=C(/C=C/c1ccccc1)Nc1cccc(S(=O)(=O)Nc2ccccc2F)c1	4%&7%
9	Cc1ccc(CNc2ccccc2C(=O)Nc2nc(-c3ccccc3)cs2)cc1	?
10	c1cncc(-c2ccc(CNc3nc(N4CCOCC4)nc4ccccc34)cc2)c1	-12%[57.5 µM]
11	CC(C)(C)c1ccc(CSc2nc3ncc(Br)cc3[nH]2)cc1	12%
12	Cc1cc(NS(=O)(=O)c2ccc(NC(=O)c3ccc(Cl)c(Cl)c3)cc2)no1	-3%
13	O=c1c(Nc2ccc(F)c(C(F)(F)F)c2)c(Nc2nnc(-c3ccncc3)s2)c1=O	?
14	Cc1ccc(-c2cc(C(=O)Nc3ccc(C#N)cc3)c3ccccc3n2)cc1C	12%
15	O=C1NC2=C(C(=O)CCC2)C(c2ccccc2Cl)N1 (stereo not given)	6%
16	CS(=O)(=O)c1ccc(C(=O)OC(C(=O)NC2C3CC4CC(C3)CC2C4)c2ccccc2)cc1[N+](=O)[O-] (stereo not given)	4%
17	O=C1CCCC2=C1C(c1cccc(F)c1)N=C(Nc1nc3ccccc3o1)N2 (stereo not given)	10%
18	CC[C@@H](Oc1cccc(CN(CCCOc2ccc(OC)cc2)c2nc3ccccc3o2)c1)C(=O)O	5%
19	Cc1cnc(-c2ccccc2N(C)C)nc1NCc1ccc(-c2cccnc2)cc1	-10%
20	Cc1ccc(S(=O)(=O)Nc2ccccc2C(=O)Nc2nc(-c3ccc(Cl)cc3)cs2)cc1	-5%
21	Cc1ccc(CNc2ccc(N3CCOCC3)cc2)cc1	-23%
22	COc1ccc(CN(Cc2ccccc2)C(=O)c2ccccc2N)cc1COc1ccc(NC(C)=O)cc1	9%
23	NC[C@@H](O)c1ccc(O)c(O)c1	-16%
24	CCCc1cc(C(=O)N[C@H](Cc2ccc(-c3cccc(OC(F)(F)F)c3)nc2)C(=O)N[C@@H]2CCNC2)sc1C	56µM*
25	c1cc2c3c(cccc3c1)NC(c1ccc3c(c1)OCO3)N2	5%

3 structures out of the list, sorted by number of heavy atoms, rising.
no.	Molecule	NTMT1 inhibitor
9	Cc1ccc(CNc2ccccc2C(=O)Nc2nc(-c3ccccc3)cs2)cc1	?
4	C[C@H]1CN(S(=O)(=O)c2ccc3c(c2)OCCO3)CCN1S(=O)(=O)c1c(F)cccc1F	9%
24	CCCc1cc(C(=O)N[C@H](Cc2ccc(-c3cccc(OC(F)(F)F)c3)nc2)C(=O)N[C@@H]2CCNC2)sc1C	56µM*

Further entries follow:
no.	Molecule	NTMT1 inhibitor
26	CC(=O)Nc1sc2c(c1-c1ccc3c(c1)CCO3)CCNC2	-5%
27	Cc1c(C(=O)OC[C@H]2CCCO2)[nH]c2c1C(=O)CC(c1ccco1)C2 (stereo not given in full)	50µM*
28	Cn1nnnc1Sc1ncnc2scc(-c3ccc[nH]3)c12	?
29	COC(=O)c1c(-c2ccccc2)no[n+]1[O-]	-4%
30	NC(=O)c1ccc(Cc2c(-c3cccc(-c4ccccc4)c3)[nH]n(-c3nc(C(=O)O)cs3)c2=O)cc1	?
31	CCN(CC)C(=O)c1cc(S(=O)(=O)Cc2ccccc2)c(N2CCC(c3ccccc3)CC2)cc1N(CC)CCN(C)C	?
32	Oc1cccc2cc(-c3ccccc3)cnc12	-1%[57.5 µM]
33	Cc1cc2c(s1)c1cnn(Cc3cc(F)c(F)c(F)c3)c(=O)c1n2C	9%
34	Cc1cc(C)nc(NC(=S)N2CCN(c3cccc(S(C)(=O)=O)c3)CC2)c1	?
35	Cc1cc(C)nc(NC(=S)N2CCN(c3ccccn3)CC2)c1	?
36	Cc1ccccc1-c1nnc(NC(=O)Nc2ccc3ccccc3c2)s1	7%[57.5 µM]
37	Nc1nc(N)c2c(OCC3CCN(Cc4ccccc4F)CC3)cccc2n1	?
38	Cc1cc(Nc2cc(N)ncn2)c(=O)n2c1C(=O)NC21CCCCC1	8%[57.5 µM]
39	Cc1cc2c(s1)c1cnn(Cc3c(F)ccc(F)c3F)c(=O)c1n2C	3%
40	CC(C)(O)c1ccccc1CC[C@H](SCC1(CC(=O)O)CC1)c1cccc(/C=C/c2ccc3ccc(Cl)cc3n2)c1	1%
41	CC(Nc1nc(-c2ccccc2C(F)(F)F)nc2ccccc12)c1ccc(-c2ccccc2)cc1 (stereo not given)	3%
42	Oc1cc(-c2cccnc2)cc2cccnc12	15%
43	Cc1ccc(OCCn2c(CCNC(=O)C3CCN(C(=O)OC(C)(C)C)CC3)nc3ccccc32)cc1	10%[57.5 µM]
44	Cc1ccc(NS(=O)(=O)c2cccc(C(=O)Nc3nc(-c4ccccc4)cs3)c2)cc1	25%
45	c1ccc(-n2cc(-c3nnc4n3CCCCC4)cn2)cc1	8%[57.5 µM]
46	CC(C)(C)OC(=O)N1CCN(c2ccc(NCc3ccc(-c4cccc([N+](=O)[O-])c4)o3)cc2)CC1	-23%
47	Cc1noc(C)c1-c1ccc2ncnc(NC(C)c3ccco3)c2c1 (stereo not given)	-12%[57.5 µM]
48	CCCCNc1nc(C)nc2c1nc(-c1ccccc1)n2CCN(C)C	-10%
49	Cc1cccc(CNc2ncnc3ccc(-c4cccc(Cl)c4)cc23)c1	6%
50	COCCNc1nc(C)nc2c1nc(-c1ccccc1)n2C1CCN(Cc2ccccc2)C1 (stereo not given)	?
51	CCOC(=O)c1ccc(-c2ccc3ncnc(NCc4ccc(C)o4)c3c2)o1	?
52	COc1ccccc1C1=Nn2c(nnc2-c2ccccc2OC)SC1	1%
53	Cc1ccc2nc(NC3=NC4(CCCC4)C4=C(CCCC4=O)N3)oc2c1	6%
54	Cc1cc(C)nc(NC(=S)N2CCN(c3ccc4occc4c3)CC2)c1	?
55	COc1cccc(C2N=C(Nc3nc4ccccc4o3)NC3=C2C(=O)CCC3)c1 (stereo not given)	9%
56	COc1ccc(C2=Nn3c(nnc3-c3ccccc3O)SC2)cc1OC	-3%
57	Cc1nc(NC2CCCCC2)c2nc(-c3ccccc3)n(CCCN3CCCCC3C)c2n1 (stereo not given)	?
58	Cn1c2cc(C#N)sc2c2cnn(Cc3ccc(F)cc3)c(=O)c21	7%
59	Cc1ccc(OCCn2c(CCNC(=O)c3ccc(C(C)(C)C)cc3)nc3ccccc32)cc1	6%[57.5 µM]
60	Cc1csc(CNc2ncnc3ccc(-c4ccc5c(c4)OCCO5)cc23)c1	1%[57.5 µM]
61	CC(C)N1CCc2c(sc(NC(=O)C3CCCC3)c2-c2nc3ccccc3s2)C1	-4%
62	O=C(/C=C/c1ccc(C(F)(F)F)cc1)Nc1cccc([S+](=O)([O-])Nc2ccccc2F)c1	-4%
63	CC(=O)Nc1sc2c(c1C(=O)O)CCNC2	7%
64	COc1cccc(-c2c(C)n(Cc3c(F)cccc3C(F)(F)F)c(=O)n(C[C@H](NCCCC(=O)O)c3ccccc3)c2=O)c1F	0%&-11%
65	CCC(=O)NC(c1cccs1)c1cc(Cl)c2ccccc2c1O (stereo not given)	19%
66	COc1cccc(NC(=S)N2CCN(c3cccc(Cl)c3Cl)CC2)n1	?
67	N=c1c2c(ccn1CCc1ccccc1)Oc1ccc3ccccc3c1C2c1ccccc1 (stereo not given)	?
68	O=C(NC1CCCc2c1cnn2CCO)c1ccccn1 (stereo not given)	12%
69	COc1ccccc1-c1csc(N2CCC(C(N)=O)CC2)n1	-6%[57.5 µM]
70	COc1ccc(Oc2cc(NCCC(F)(F)F)c3ncc(-c4ccc(C(=O)NC5CC5)c(C)c4)n3n2)c(F)c1F	11%
71	CCOC(=O)C1CCN(C(=O)C2(NC(=O)Nc3ccc(F)cc3F)CCCCC2)CC1	-3%
72	COc1cccc(-c2nc(SC)nc3sc(C(=O)NC(C)(C)C)c(N)c23)c1	?
73	FC(F)(F)c1cccc(N2CCN(C(=S)Nc3cc(C(F)(F)F)ccn3)CC2)c1	?
74	COc1ccc(C=O)cc1COc1ccc(NC(C)=O)cc1	3%
75	Cc1nc(NCc2ccccc2)c2nc(-c3ccccc3)n(CCCN3CCOCC3)c2n1	-2%

Brought forward from above: 2 compounds, followed by the next part.
no.	Molecule	NTMT1 inhibitor
74	COc1ccc(C=O)cc1COc1ccc(NC(C)=O)cc1	3%
75	Cc1nc(NCc2ccccc2)c2nc(-c3ccccc3)n(CCCN3CCOCC3)c2n1	-2%
76	O=C(NC1CCCc2c1cnn2-c1ccc(F)cc1F)c1ccc(C2(C(F)(F)F)N=N2)cc1 (stereo not given)	?
77	O=C(NCCc1nc2ccccc2n1CCOc1cccc([N+](=O)[O-])c1)C1CCCCC1	-6%
78	CCC(=O)NC(c1cccs1)c1cc(Cl)c2cccnc2c1O (stereo not given)	11%&16%&29%&20%
79	O=C1Nc2ccccc2/C1=C\c1ccc(O)c(F)c1	?
80	Cc1ccc(Nc2nc(C#N)nc(NC3CCCC3)n2)cc1	9%
81	CCN(CC)CCCn1c(-c2ccccc2)nc2c(NCc3ccccc3)nc(C)nc21	-2%
82	Cc1ccc(C2=NN(CC(=O)NCCc3ccccc3)C(=O)C2)cc1	8%
83	CCC(=O)NC(C)c1cc(Cl)c2cccnc2c1O (stereo not given)	17%
84	O=C(c1ccc2c(c1)ncn2-c1ccccc1)N1CCCCC1	7%[57.5 µM]
85	N#Cc1c(-c2cc(C(F)(F)F)cc(C(F)(F)F)c2)no[n+]1[O-]	5%
86	O=C(NC(c1ccco1)c1cc(Cl)c2cccnc2c1O)c1ccsc1 (stereo not given)	18%
87	CN(C)CCOc1ccc(/C(=C(/CCCl)c2ccccc2)c2ccccc2)cc1	-1%
88	O=c1c(-c2ccc(O)cc2)coc2cc(O[C@@H]3O[C@H](CO)[C@@H](O)[C@H](O)[C@H]3O)ccc12	7%
89	O=S(=O)(c1ccc2c(c1)OCCO2)C1CCN(S(=O)(=O)c2c(F)cccc2F)CC1	7%[57.5 µM]
90	Nc1ncc(S(=O)(=O)N2CCOCC2)s1	6%[57.5 µM]
91	O=C(NCCc1nc2ccccc2n1CCOc1ccc(F)cc1)C1CCCCC1	19%
92	Cc1cc(C)nc(NC(=S)N2CCN(c3ccc(Cl)c(Cl)c3Cl)CC2)c1	?
93	O=C(Nc1ccc2c(c1)OCO2)Nc1nnc(-c2ccncc2)s1	10%
94	NC(=O)C1CCN(c2nc(-c3ccc4ccccc4c3)cs2)CC1	-28%
95	CCCCc1ccc(C(=O)Nc2ccc(S(=O)(=O)Nc3nccs3)cc2)cc1	-2%
96	O=P(c1ccccc1)(c1ccccc1)c1cnc2ccccn12	14%
97	N#CN1CCC(N[S+](=O)([O-])c2cccc(F)c2)CC1	-1%
98	O=C(NCC#CCSc1nnc(-c2cccc3ccccc23)o1)c1cccs1	-3%
99	CC1CC1C(=O)Nc1ccc([S+](=O)([O-])Nc2nccs2)cc1 (stereo not given)	-25%[57.5 µM]
100	N#CN/C(=N\c1nnc(-c2ccncc2)s1)Nc1ccc(F)c(C(F)(F)F)c1	?

Looked up one by one from above:
no.	Molecule	NTMT1 inhibitor
33	Cc1cc2c(s1)c1cnn(Cc3cc(F)c(F)c(F)c3)c(=O)c1n2C	9%
6	Cc1cc(-c2ccccc2)n2ncc(C(=O)Nc3ccc(Cl)c(Cl)c3)c2n1	13%
15	O=C1NC2=C(C(=O)CCC2)C(c2ccccc2Cl)N1 (stereo not given)	6%
8	O=C(/C=C/c1ccccc1)Nc1cccc(S(=O)(=O)Nc2ccccc2F)c1	4%&7%
45	c1ccc(-n2cc(-c3nnc4n3CCCCC4)cn2)cc1	8%[57.5 µM]
60	Cc1csc(CNc2ncnc3ccc(-c4ccc5c(c4)OCCO5)cc23)c1	1%[57.5 µM]

Already shown: entries from further up.
no.	Molecule	NTMT1 inhibitor
76	O=C(NC1CCCc2c1cnn2-c1ccc(F)cc1F)c1ccc(C2(C(F)(F)F)N=N2)cc1 (stereo not given)	?
77	O=C(NCCc1nc2ccccc2n1CCOc1cccc([N+](=O)[O-])c1)C1CCCCC1	-6%
78	CCC(=O)NC(c1cccs1)c1cc(Cl)c2cccnc2c1O (stereo not given)	11%&16%&29%&20%
79	O=C1Nc2ccccc2/C1=C\c1ccc(O)c(F)c1	?

(list continues)
no.	Molecule	NTMT1 inhibitor
101	CCNc1nc(C#N)nc2c1ncn2-c1cc(F)cc(F)c1	13%
102	O=C(CN1C(=O)N/C(=C\c2cn(-c3cccc(C(=O)O)c3)cn2)C1=O)Nc1ccccc1Cl	-1%
103	N#Cc1ccc(C(=O)NCC(=O)OC(C(=O)Nc2cc(C(F)(F)F)ccc2Cl)c2ccccc2)cc1 (stereo not given)	30%[activator]
104	COc1ccc(Nc2nc(-c3ccncc3)nc3ccccc23)cc1F	-11%[57.5 µM]
105	Cc1ccc(OCCn2c(CCNC(=O)c3cccc(N)c3)nc3ccccc32)cc1	0%[57.5 µM]
106	COc1ccc(NS(=O)(=O)c2ccc(C)cc2)c(C(=O)Nc2nc(-c3ccccc3)cs2)c1	10%
107	Cc1csc(CNc2ncnc3ccc(-c4ccc(C(=O)O)o4)cc23)n1	-2%[57.5 µM]
108	Cc1cc2c(s1)c1cnn(Cc3c(F)ccc(C)c3F)c(=O)c1n2C	-3%
109	CCCn1c(C)nc2c(NCCN(C(C)C)C(C)C)nc(C)nc21	-3%

Screening results (PubChem BioAssay)
